TDP1 cell noCPT = qHTS for Inhibitors of human tyrosyl-DNA phosphodiesterase 1 (TDP1): qHTS in cells in absence of CPT | 420,000 tested, 15% active | Potency, µM (highest dose often 46.2 µM), inactives show at the top dose activity change, negative = growth inhibition, most hits filed as inhibitors | AID 686978, 2013 | DT40 Tdp1-/- hTDP1 cells, no CPT, ATP luminescence, 48 h; also: nearly all actives have a fitted effect of over 55% in size
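A cellular qHTS used chicken DT40 cells lacking endogenous Tdp1 but carrying stably transfected human TDP1. Compounds were applied without camptothecin, and cell growth kinetics were judged by ATP-dependent luminescence after ≥48 hr.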
KAT2A inh = inhibitors of human GCN5L2 histone acetyltransferase | Q92830 | GCN5L2 HAT assay, ThioGlo1 CoA-SH fluorescence | Potency, µM (series often up to 58.9 µM), for inactives: top-dose activity change, negative = inhibition, usual class: inhibitors | 390,000 tested, 0.21% active | AID 504327
Target sequence (Q92830 whole entry, looked up): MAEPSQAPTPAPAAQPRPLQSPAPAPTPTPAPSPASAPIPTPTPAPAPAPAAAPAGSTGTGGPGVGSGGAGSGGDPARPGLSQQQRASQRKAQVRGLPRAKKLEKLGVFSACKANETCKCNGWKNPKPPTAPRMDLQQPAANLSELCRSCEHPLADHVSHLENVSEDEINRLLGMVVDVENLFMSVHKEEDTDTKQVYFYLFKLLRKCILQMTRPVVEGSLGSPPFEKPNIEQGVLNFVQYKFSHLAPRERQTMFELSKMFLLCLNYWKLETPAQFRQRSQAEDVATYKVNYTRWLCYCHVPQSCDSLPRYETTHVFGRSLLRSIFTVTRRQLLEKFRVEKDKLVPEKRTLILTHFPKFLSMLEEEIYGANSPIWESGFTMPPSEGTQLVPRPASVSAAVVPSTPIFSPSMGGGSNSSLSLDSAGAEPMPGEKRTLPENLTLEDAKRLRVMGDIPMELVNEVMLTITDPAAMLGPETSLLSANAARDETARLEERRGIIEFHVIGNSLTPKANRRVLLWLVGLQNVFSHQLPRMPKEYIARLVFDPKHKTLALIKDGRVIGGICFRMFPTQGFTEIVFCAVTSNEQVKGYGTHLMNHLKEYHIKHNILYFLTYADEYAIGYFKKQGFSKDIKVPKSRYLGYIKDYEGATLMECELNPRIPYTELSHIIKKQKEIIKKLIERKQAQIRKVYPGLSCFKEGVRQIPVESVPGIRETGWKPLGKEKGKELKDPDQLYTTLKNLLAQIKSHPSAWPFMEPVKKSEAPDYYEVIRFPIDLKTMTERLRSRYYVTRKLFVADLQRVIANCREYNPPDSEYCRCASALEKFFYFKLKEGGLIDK
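Free CoA generated was detected with ThioGlo1 (50uM) fluorescence at Ex340nm/Em540nm, read immediately and after 20 min at room temperature. Enzyme, 20 nM in HEPES pH 7.5 buffer, saw compounds 15 min before adding 75uM H3(1-25) peptide and 70uM acetyl-CoA.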
DT40 TDP1 CPT = growth inhibition of DT40 Tdp1-/-;hTDP1 cells with camptothecin (screen for TDP1 inhibitors). Potency, µM (highest dose often 46.2 µM), without a hit: top-dose activity change, negative = growth inhibition, usual class: inhibitors. chicken DT40 Tdp1-/-;hTDP1 cells + 20 nM CPT, ATP luminescence, 48 h. 420,000 tested, 12% active. AID 686979; also: nearly all actives have a fitted effect of over 55% in size
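Chicken DT40 Tdp1-/- cells complemented with human TDP1, 400 cells/well, exposed to compounds plus 20 nM camptothecin for at least 48 h at 37 C; viability read as ATP content by CellTiter-Glo luminescence.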
* = called active by the depositor; ? = inconclusive; · = not tested or not shown; & = joins results of further samples. Calls follow the shape of the dose curve; as a rule, active = well fitted curve in the direction sought with a large enough effect; inconclusive = small, poorly fitted or top-dose-only effect, or another doubt; inactive = no such curve, though single readings can be large; an effect the other way counts as inactive or inconclusive. % is scaled to controls: 0 for no effect and ±100 for the full control effect; potency is read from the fitted curve at half-maximal effect.

The line under a structure holds: TDP1 cell noCPT | DT40 TDP1 CPT | KAT2A inh
1: COCCCNC(=O)CCCN1C(=O)CCn2nc(-c3cn(C)c4ccccc34)cc21
  -20% | 0% | -12%
2: COc1ccc(/C=C/C(=O)Oc2ccc(/C=N/NC(=O)c3ccccc3)cc2)cc1OC
  -29% | -16% | -2%
3: Cn1c(N)c(C(=O)COC(=O)CCCN2C(=O)c3ccccc3C2=O)c(=O)n(C)c1=O
  -2% | -2% | -3%
4: O=C(Nc1cccnc1)c1ccc2ccccc2c1O
  13µM* | -18% | -13%
5: CCCCNC(=O)C[C@@H]1C[C@@]2(C(=O)OCC)CCC=C2N(Cc2cccc3ccccc23)C1=O
  16µM* | 16µM* | ·
6: CCN(CC)CCCC(C)NC1=NCCCCC1 (centres undefined)
  0% | -11% | 3%
7: COc1ccc(CN(C)C(=O)c2ccc(NS(=O)(=O)c3ccc4[nH]c(=O)[nH]c4c3)cc2)c(OC)c1
  27% | -3% | -2%
8: Cc1cc(NC(=O)c2ccc3c(c2)OCCO3)ccc1NC(=O)c1ccco1
  ? | ? | -6%
9: O=C(Nc1ccccc1)c1ccc(NC(=O)c2cccs2)cc1
  2% | -22% | 1%
10: CCOC(=O)C1CCCN(c2c(NCCN3CCCCC3CC)c(=O)c2=O)C1 (centres undefined)
  -7% | 0% | -6%
11: Cc1ccc(C(=O)OCc2cn3ccccc3n2)cc1
  2% | 11% | -1%
12: O=C(NCC1CCOCC1)C1CCC(=O)N(Cc2cccc(C(F)(F)F)c2)C1 (centres undefined)
  22% | -4% | -6%
13: Cc1cc(C)cc(C(=O)Oc2coc(CSc3nnc(NC(=O)C4CC4)s3)cc2=O)c1
  ? | -1% | -9%
14: C/C(=N\NC(=O)CCC(=O)NCc1ccccc1)c1ccc([N+](=O)[O-])cc1
  3% | -2% | -1%
15: CC(NC(=O)COC(=O)CSc1ccc(F)cc1)c1ccc(F)cc1 (centres undefined)
  -27% | -27% | 0%
16: Cc1ccc2nc(C)c3c(c2c1)SCC3
  -11% | 18% | -1%
17: CCN(CC)N=Nc1ccc(S(=O)(=O)Nc2nc(C)cc(C)n2)cc1
  -24%&-6% | 8%&-8% | -3%&-9%
18: N#CCCCc1cc2ccccc2cn1
  -13% | -13% | -2%
19: COc1ccc(S(=O)(=O)N2CCCOC2CNC(=O)C(=O)NCc2ccccn2)cc1 (centres undefined)
  -25% | -3% | -4%
20: COc1cc(/C=C/C(=O)Nc2nnc(CC(C)(C)C)s2)cc(OC)c1OC
  21µM* | ? | -16%
21: O=C(COC(=O)c1ccc(O)cc1)Nc1cc(S(=O)(=O)N2CCOCC2)ccc1N1CCOCC1
  -24% | -17% | ·
22: COc1ccc(C2NC(=S)NC3=C2CCCC3=C2SCCS2)cc1 (centres undefined)
  2.9µM* | 2.3µM* | -2%
23: COC(=O)[C@H](Cc1ccc(O)cc1)NC(=O)Cn1cnc2c(OCc3ccccc3)ncnc21
  0% | 12% | -13%
24: CCc1ccc(-c2cc(C(F)(F)F)n3nc(C(=O)Nc4c(C)nn(Cc5ccc(F)cc5)c4C)cc3n2)s1
  23µM* | ? | -4%
25: Cc1nc2ccccc2c2c1C(=O)N(Cc1cccnc1)C2=O
  -23% | -3% | -5%
26: O=C1OC(c2cccs2)=N/C1=C\c1ccc(-c2ccccc2Cl)o1
  ? | ? | -22%
27: COc1cc2c(cc1N)-c1ccc(N)cc1C2=O
  16µM* | ? | ·
28: CCCCNC(=O)Nc1ccccc1CC
  4% | 14% | ?
29: CCN(Cc1ccccc1)C(=O)c1ccc(C(=O)N(CC)Cc2ccccc2)cc1
  ? | ? | 0%
30: O=C(CN1CCCc2ccccc21)Nc1cccc(S(=O)(=O)N2CCOCC2)c1
  ? | ? | -4%
31: COCC(C)OC(=O)c1c(N)n(CC(C)C)c2nc3ccccc3nc12 (centres undefined)
  ? | ? | -28%
32: CCOC(=O)N1CCN(C(=O)C2CCN(C(=O)c3ccc([N+](=O)[O-])cc3)CC2)CC1
  2% | 1% | -8%
33: O=C(NCCC1CCCCN1S(=O)(=O)c1ccc(F)cc1)C(=O)Nc1ccccc1 (centres undefined)
  18µM* | ? | -3%
34: COc1ccc(C(=O)c2ccc(N3CCN(C4CC(=O)NC4=O)CC3)cc2)cc1F (centres undefined)
  -1% | -4% | -7%
35: CN(C)c1ccc(NC(=O)c2cccc([N+](=O)[O-])c2)c2ccccc12
  ? | -18% | -18%
36: CCn1cc(SCC(=O)NCC2CCCO2)c2ccccc21 (centres undefined)
  -7% | -12% | -12%
37: NS(=O)(=O)c1cccc(NC(=O)COC(=O)CC2Sc3ccccc3NC2=O)c1 (centres undefined)
  17% | 7% | 0%
38: CCOC(=O)Cn1cnc2c(nnn2-c2ccc(C)cc2)c1=O
  -13% | -23% | -21%
39: COc1ccc(CNC(=O)CN(Cc2ccc(C)cc2)S(=O)(=O)c2ccc(Cl)cc2)cc1
  ? | ? | -4%
40: O=C(CSC1CS(=O)(=O)c2cc([N+](=O)[O-])ccc21)NNC(=O)c1ccc(Cl)cc1 (centres undefined)
  2.3µM* | 5.2µM* | 4%
41: Cc1cc(C)nc(NC(=O)/C=C/c2ccc3c(c2)OCO3)c1
  ? | 4% | 0%
42: COCC(=O)N1CCCC(C(=O)c2ccc3c4c(cccc24)CC3)C1 (centres undefined)
  ? | ? | -19%
43: COC(=O)c1ccc(Oc2nc(C(N)=O)cc(-c3ccccc3)n2)cc1
  -4% | -12% | -1%
44: CCOC(=O)c1cc(-c2cccs2)nn1CCC#N
  2% | -5% | -3%
45: CCCCCCC(=O)Nc1nc(C)c(-c2csc(Nc3cc(Cl)ccc3OC)n2)s1
  ? | ? | -5%
46: Cc1nc(SCc2ccccc2)c(C(F)(F)F)c(=O)[nH]1
  -3% | -1% | 0%
47: COc1ccc(-c2nnc(CSc3ncnc4sc5c(c34)CCC5)o2)cc1OC
  10µM* | ? | -6%
48: Nc1ncc(-c2cc3ccccc3oc2=O)s1
  -14% | -16% | -9%
49: CCOc1ccc(NC(=O)Cn2c(=O)n(CCCCC(=O)NCc3ccc4c(c3)OCO4)c(=O)c3ccccc32)cc1
  -24% | ? | -5%
50: CCN(Cc1ccccc1)C(=O)CC1Oc2ccccc2NC1=O (centres undefined)
  -19% | -16% | -5%

Next entries follow:
The line under a structure holds: TDP1 cell noCPT | DT40 TDP1 CPT | KAT2A inh
51: COc1ccc(S(=O)(=O)N2CCCCCC2)cc1C(=O)OCC(=O)NC(C)(C)C
  -12% | -8% | -1%
52: Cc1nn(CCC(=O)O)c(C)c1C
  -4% | -6% | -17%
53: CC(=O)C1=C(c2ccccc2)N(C(C)=O)n2c(nnc2C2CCCCC2)S1
  4.6µM* | ? | -5%
54: O=C1CSC(=S)N1N=Cc1c(F)cccc1Cl
  ? | -27% | ·
55: CCCCCCC(=O)Nc1ccc(S(=O)(=O)Nc2onc(C)c2C)cc1
  4% | 2% | ·
56: O=C(O)c1ccccc1C(=O)OCc1c(-c2ccccc2)ncc2ccccc12
  -13% | ? | -5%
57: CCOC(=O)C1CCN(C(=O)C2CCCN(c3ncnc4c3nc3n4CCCCC3)C2)CC1 (centres undefined)
  18µM* | ? | -9%
58: COc1cccc(NC(=O)CSc2nnc(-c3cc(C)n(-c4ccccc4)c3C)o2)c1
  ? | ? | 18%
59: CCC(=O)N1c2ccccc2NC2=C(C(=O)CC(C)(C)C2)C1c1cccnc1 (centres undefined)
  -8% | 1% | -3%
60: COc1ccc2sc(-c3ccc(SC)cc3)c(C#CCO)c2c1
  ? | 18µM* | -8%
61: CCS(=O)(=O)c1ccc(-c2cccc(NC(=O)c3ccco3)c2)nn1
  ? | -1% | -2%
62: CCCN(C(=O)CCNC(=O)c1ccc(Cl)cc1)c1c(N)n(Cc2ccccc2)c(=O)[nH]c1=O
  -6% | -18% | 0%
63: O=C1c2cccc3cccc(c23)C(=O)N1c1cccnc1
  -30% | 2% | -3%
64: Cc1ccc(S(=O)(=O)N2CCCC2C(=O)N(C)Cc2cccs2)cc1 (centres undefined)
  ? | 10% | -2%
65: CN(C)S(=O)(=O)c1cccc(NC(=O)c2cccc(S(=O)(=O)N3CCCCC3)c2)c1
  ? | ? | -27%
66: O=C(N1CCCCC1)C1(S(=O)(=O)c2ccccc2)CC=CC1
  8.2µM* | 21µM* | 0%
67: COc1ccc(N2C(=O)N3[C@H](c4ccc(Cl)cc4)[C@@H]4C(=O)N(C5CCCCC5)C(=O)[C@@H]4[C@]3(C)C2=O)cc1
  ? | ? | ?
68: O=C(NNC(=O)c1ccccc1O)c1ccccc1O
  2.9µM* | 5.2µM* | ·
69: COc1ccc(/C=N/NC(=O)Cc2ccc(Cl)cc2)cc1OC
  -7% | ? | -2%
70: N#C/C(=N\Nc1cccc(C(F)(F)F)c1)C(=O)c1ccsc1
  5.8µM* | 5.2µM* | -14%
71: CN1OC[C@@H]2CN[C@H](c3ccc(-c4ccccc4)cc3)C[C@@H]21
  ? | -7% | ·
72: CCC1CCCCN1CCCNC(=O)c1cc2c(=O)n(CC)c3ccccc3c2s1 (centres undefined)
  ? | ? | -4%
73: Cc1ccc2c(c1)C1CN(C)CCC1N2S(=O)(=O)c1ccc(Oc2ccc([N+](=O)[O-])cc2)cc1 (centres undefined)
  ? | ? | -10%
74: O=C(Nc1ccccn1)c1ccc(Br)s1
  -17% | 1% | -1%
75: CCOc1cc(CNc2ncnc3nc[nH]c23)ccc1OC
  26µM* | ? | 1%
76: Cc1ccc(C(=O)N/N=C\c2ccc([N+](=O)[O-])o2)cn1
  12µM* | ? | -6%
77: NC(=O)NCCCC(=O)NCC(c1ccccc1Cl)c1c[nH]c2ccccc12 (centres undefined)
  ? | ? | -13%
78: CC(=O)C[C@H]1c2ccccc2S(=O)(=O)N1c1ccccc1
  -18%&-23% | ? | ·
79: O=C(Oc1ccccc1)N1CCC2(CC1)CCN(c1ccccn1)CC2
  ? | 16µM* | -4%
80: CCNC(=O)C/C(C)=N/NC(=O)C1CCCCC1
  -5% | -8% | 0%

Filtered by structure, the entries above with two or more sulfur atoms
The line under a structure holds: TDP1 cell noCPT | DT40 TDP1 CPT | KAT2A inh
13: Cc1cc(C)cc(C(=O)Oc2coc(CSc3nnc(NC(=O)C4CC4)s3)cc2=O)c1
  ? | -1% | -9%
22: COc1ccc(C2NC(=S)NC3=C2CCCC3=C2SCCS2)cc1 (centres undefined)
  2.9µM* | 2.3µM* | -2%
37: NS(=O)(=O)c1cccc(NC(=O)COC(=O)CC2Sc3ccccc3NC2=O)c1 (centres undefined)
  17% | 7% | 0%
40: O=C(CSC1CS(=O)(=O)c2cc([N+](=O)[O-])ccc21)NNC(=O)c1ccc(Cl)cc1 (centres undefined)
  2.3µM* | 5.2µM* | 4%
45: CCCCCCC(=O)Nc1nc(C)c(-c2csc(Nc3cc(Cl)ccc3OC)n2)s1
  ? | ? | -5%
47: COc1ccc(-c2nnc(CSc3ncnc4sc5c(c34)CCC5)o2)cc1OC
  10µM* | ? | -6%
54: O=C1CSC(=S)N1N=Cc1c(F)cccc1Cl
  ? | -27% | ·
60: COc1ccc2sc(-c3ccc(SC)cc3)c(C#CCO)c2c1
  ? | 18µM* | -8%
64: Cc1ccc(S(=O)(=O)N2CCCC2C(=O)N(C)Cc2cccs2)cc1 (centres undefined)
  ? | 10% | -2%
65: CN(C)S(=O)(=O)c1cccc(NC(=O)c2cccc(S(=O)(=O)N3CCCCC3)c2)c1
  ? | ? | -27%

In another format: results already given
18. N#CCCCc1cc2ccccc2cn1
- TDP1 cell noCPT: -13%
- DT40 TDP1 CPT: -13%
- KAT2A inh: -2%
19. COc1ccc(S(=O)(=O)N2CCCOC2CNC(=O)C(=O)NCc2ccccn2)cc1 (centres undefined)
- TDP1 cell noCPT: -25%
- DT40 TDP1 CPT: -3%
- KAT2A inh: -4%
20. COc1cc(/C=C/C(=O)Nc2nnc(CC(C)(C)C)s2)cc(OC)c1OC
- TDP1 cell noCPT: 21µM*
- DT40 TDP1 CPT: ?
- KAT2A inh: -16%

Assay outcomes deposited in PubChem by National Center for Advancing Translational Sciences (NCATS).
